TcdB inh – TcdB glycohydrolase inhibitors, primary screen, biochemical, single point, plate reader | TcdB glycohydrolase enzymatic assay | inhibition, % at 9.99 µM | 350,000 tested, 0.24% active; in the data active = inhibition above about 10%
Starred values were filed as active, the others as inactive. An excerpt, so the mix of outcomes need not match the whole.

SMILES	TcdB inh
COc1ccc(NC(=O)N2CCC3(CC2)CN(C(=O)C2CCC2)[C@@H](CO)c2c3c3ccc(OC)cc3n2C)cc1	0.5
COc1ccc(S(=O)(=O)Nc2ccc3c(c2)C(=O)N([C@H](C)CO)C[C@H](C)[C@@H](CN(C)CC2CCCCC2)O3)cc1	0.1
O=C/C=C/c1ccc(-c2ccccc2)cc1	1.6
CO[C@H]1CN(C)C(=O)c2ccc(NS(=O)(=O)c3ccc(C)cc3)cc2OC[C@@H](C)N(Cc2nccs2)C[C@@H]1C	0.7
C[C@@H]1CN([C@H](C)CO)C(=O)c2cc(-c3cncnc3)cnc2O[C@H]1CN(C)C(=O)Cc1cccnc1	-1.1
C[C@@H]1CCCCO[C@@H](CN(C)C(=O)Nc2ccc3c(c2)OCO3)[C@H](C)CN([C@@H](C)CO)C(=O)c2cc(NS(=O)(=O)c3cn(C)cn3)ccc2O1	-0.8
Cc1cccc(-c2ccc([C@H]3[C@@H](CO)N4CCCCN(S(=O)(=O)c5cccs5)C[C@@H]34)cc2)c1	0.1
O=C(c1ccc2c(c1)OCO2)N1CC[C@H]2[C@H](CO)Nc3ccc(-c4ccccc4)cc3[C@H]21	-0.1
CCCN1C[C@H](C)[C@H](OC)CN(C)C(=O)c2ccc(NC(=O)COC)cc2OC[C@H]1C	-2.5
Cc1ccc(S(=O)(=O)NCC[C@H]2CC[C@@H](NC(=O)Nc3ccccc3F)[C@@H](CO)O2)cc1	0.6
C[C@H]1CN([C@@H](C)CO)C(=O)c2cccc(NC(=O)Nc3ccc(C(F)(F)F)cc3)c2O[C@@H]1CN(C)S(=O)(=O)c1ccc(F)cc1	0.7
C[C@H]1CN([C@@H](C)CO)S(=O)(=O)c2ccc(C#CC3(O)CCCC3)cc2O[C@@H]1CN(C)C	-2.3
CCCC#Cc1cnc2c(c1)C(=O)N([C@H](C)CO)C[C@H](C)[C@@H](CN(C)C(=O)Cc1cccnc1)O2	-0.3
O=S(=O)(NC[C@H]1[C@@H](c2ccccc2)[C@@H](CO)N1CC1CC1)c1ccccc1	1.6
Cc1ccc(S(=O)(=O)Nc2ccc3c(c2)CC(=O)N([C@@H](C)CO)C[C@@H](C)[C@H](CN(C)Cc2ccc(Cl)c(Cl)c2)O3)cc1	-1.0
Cc1cccc(-c2ccc([C@H]3[C@H]4CN(S(=O)(=O)c5cccc(F)c5)CC(=O)N4[C@H]3CO)cc2)c1	0.6
C/C=C/c1ccc2c(c1)O[C@H](CN(C)C(=O)c1ccccn1)[C@@H](C)CN([C@@H](C)CO)S2(=O)=O	0.7
CCC(=O)N1[C@H](CO)[C@@H]2c3ccccc3N(C(=O)CC(F)(F)F)C[C@@H]21	-1.1
CC(=O)N[C@@H]1CC[C@H](CCNC(=O)C2CCCC2)O[C@@H]1CO	0.5
C[C@@H]1CCCCO[C@H](CN(C)Cc2ccc(C(=O)O)cc2)[C@H](C)CN([C@H](C)CO)C(=O)c2cc(NC(=O)Nc3cccc4ccccc34)ccc2O1	-0.8
CN1C(=O)c2cc(NC(=O)c3cnccn3)ccc2OC[C@H]2O[C@@H](CC(=O)N[C@@H]3CCN(Cc4ccccc4)C3)CC[C@@H]21	-3.7
O=C(C[C@H]1C=C[C@H](NC(=O)CN2CCOCC2)[C@@H](CO)O1)NCCc1ccccc1	0.2
C[C@H]1CN([C@@H](C)CO)C(=O)c2cccc(NC(=O)Nc3ccc(F)cc3)c2O[C@@H]1CN(C)Cc1ccc(Oc2ccccc2)cc1	-1.3
C[C@H]1CN([C@@H](C)CO)C(=O)c2cc(-c3ccccc3F)cnc2O[C@H]1CN(C)C(=O)c1cnccn1	-0.9
CC(=O)N(C)C[C@@H]1Oc2ncc(C#Cc3cccc(F)c3)cc2C(=O)N([C@@H](C)CO)C[C@H]1C	-2.0

Two entries from above, bar-delimited:
Structure | TcdB inh
COc1ccc(S(=O)(=O)Nc2ccc3c(c2)C(=O)N([C@H](C)CO)C[C@H](C)[C@@H](CN(C)CC2CCCCC2)O3)cc1 | 0.1
O=C/C=C/c1ccc(-c2ccccc2)cc1 | 1.6

Molecules listed so far that contain two or more sulfur atoms (2):
SMILES	TcdB inh
CO[C@H]1CN(C)C(=O)c2ccc(NS(=O)(=O)c3ccc(C)cc3)cc2OC[C@@H](C)N(Cc2nccs2)C[C@@H]1C	0.7
Cc1cccc(-c2ccc([C@H]3[C@@H](CO)N4CCCCN(S(=O)(=O)c5cccs5)C[C@@H]34)cc2)c1	0.1

A few values from the results shown:
Value of CCC(=O)N1[C@H](CO)[C@@H]2c3ccccc3N(C(=O)CC(F)(F)F)C[C@@H]21 in TcdB inh: -1.1
Value of C[C@H]1CN([C@@H](C)CO)C(=O)c2cccc(NC(=O)Nc3ccc(C(F)(F)F)cc3)c2O[C@@H]1CN(C)S(=O)(=O)c1ccc(F)cc1 in TcdB inh: 0.7
Value of COc1ccc(S(=O)(=O)Nc2ccc3c(c2)C(=O)N([C@H](C)CO)C[C@H](C)[C@@H](CN(C)CC2CCCCC2)O3)cc1 in TcdB inh: 0.1
Value of COc1ccc(NC(=O)N2CCC3(CC2)CN(C(=O)C2CCC2)[C@@H](CO)c2c3c3ccc(OC)cc3n2C)cc1 in TcdB inh: 0.5
Value of CCCC#Cc1cnc2c(c1)C(=O)N([C@H](C)CO)C[C@H](C)[C@@H](CN(C)C(=O)Cc1cccnc1)O2 in TcdB inh: -0.3

Carrying on:
SMILES	TcdB inh
CCCNC(=O)C[C@H]1C[C@H]2c3cc(NC(=O)C4CCOCC4)ccc3O[C@H]2[C@@H](CO)O1	-0.6
Cc1noc(C)c1NC(=O)N(C)C[C@H]1Oc2c(NC(=O)Nc3ccc(F)cc3)cccc2C(=O)N([C@@H](C)CO)C[C@@H]1C	0.7
C[C@@H]1CN([C@H](C)CO)C(=O)c2cc(NC(=O)Nc3ccc4c(c3)OCO4)ccc2O[C@@H](C)CCCCO[C@H]1CN(C)C(=O)Cc1ccccc1	-2.3
COc1cccc(C#Cc2ccc3c(c2)O[C@@H](CN(C)C(=O)CN2CCOCC2)[C@H](C)CN([C@H](C)CO)S3(=O)=O)c1	3.4
CCCNC(=O)N1[C@H](CO)[C@H](c2ccccc2)[C@H]1CNC(=O)C1CCCC1	-0.2
C[C@H](CO)N1C[C@H](C)[C@@H](CN(C)Cc2ccncc2)Oc2cc(C#CC(C)(C)O)ccc2S1(=O)=O	0.8
COc1ccc(-c2cnc3c(c2)C(=O)N([C@H](C)CO)C[C@H](C)[C@H](CN(C)C(=O)Nc2ccc4c(c2)OCO4)O3)cc1	2.1
C[C@H](CO)N1C[C@H](C)[C@H](CN(C)Cc2ccc(Cl)c(Cl)c2)Oc2ccc(NC(=O)Cn3cnnn3)cc2CC1=O	0.4
C[C@@H]1CN([C@@H](C)CO)C(=O)c2cc(NC(=O)CCC(F)(F)F)ccc2O[C@H]1CN(C)Cc1ccc(Oc2ccccc2)cc1	0.9
O=C(C[C@H]1CC[C@@H]2[C@H](COC[C@H](O)CN2C(=O)c2ccc(F)cc2)O1)N1CCCCC1	-2.1
CO[C@@H]1CN(C)C(=O)c2ccc(NS(=O)(=O)c3ccc(Cl)cc3)cc2OC[C@@H](C)NC[C@@H]1C	-4.1
COc1ccc(S(=O)(=O)Nc2cccc3c2O[C@@H](CN(C)C(=O)Nc2ccc(C(F)(F)F)cc2)[C@@H](C)CN([C@@H](C)CO)C3=O)cc1	0.5
CCCC(=O)Nc1ccc2c(c1)C(=O)N(C)C[C@H](OC)[C@H](C)CN(Cc1ccc(-c3ccccn3)cc1)[C@H](C)CO2	0.0
C[C@H](CO)N1C[C@H](C)[C@H](CN(C)Cc2ccc(C(=O)Nc3ccccc3N)cc2)Oc2ccc(N(C)C)cc2C1=O	-13.4
Cc1cccc(NC(=O)Nc2ccc3c(c2)C(=O)N(C)[C@@H]2CC[C@H](CC(=O)O)O[C@@H]2CO3)c1	-0.5
CN(C)C(=O)C[C@@H]1C=C[C@H](NC(=O)C2CCC2)[C@@H](CO)O1	-0.6
Cc1noc(C)c1NC(=O)N(C)C[C@@H]1Oc2c(NC(=O)C3CCOCC3)cccc2C(=O)N([C@H](C)CO)C[C@H]1C	-1.3
CCCNC(=O)C[C@@H]1C[C@@H]2c3cc(NS(C)(=O)=O)ccc3O[C@@H]2[C@H](CO)O1	-0.4
N#C[C@H]1[C@@H](c2ccc(C#CC3CCCCC3)cc2)[C@@H](CO)N1C(=O)Cc1ccccn1	0.4
O=C(NC[C@H]1CC[C@H]2[C@H](CN2C(=O)CN2CCOCC2)O1)NC1CCCCC1	0.1
O=C(O)C[C@H]1C[C@@H]2c3cc(NC(=O)Nc4ccc(F)cc4)ccc3O[C@@H]2[C@H](CO)O1	-1.7
C[C@@H]1CCCCO[C@@H](CN(C)Cc2ccc(Cl)c(Cl)c2)[C@H](C)CN([C@@H](C)CO)C(=O)c2cc(NC(=O)Nc3cccc4ccccc34)ccc2O1	1.1
C[C@@H]1CN([C@@H](C)CO)C(=O)Cc2cc(NC(=O)Nc3ccc(F)cc3)ccc2O[C@@H]1CN(C)C(=O)NC1CCCCC1	-0.7
COc1ccc(S(=O)(=O)N[C@@H]2C=C[C@H](CC(=O)N3CCC(Cc4ccccc4)CC3)O[C@H]2CO)cc1	-0.3
CCNC(=O)[C@H]1[C@H](CO)[C@H]2Cn3c(ccc(-c4ccccc4)c3=O)[C@H]2N1CC1CC1	0.0
Continuation.
SMILES	TcdB inh
C[C@@H]1CN([C@@H](C)CO)C(=O)Cc2cc(NC(=O)CCN3CCOCC3)ccc2O[C@@H]1CN(C)Cc1ccc(C(F)(F)F)cc1	-0.3
C[C@@H]1CCCCO[C@@H](CN(C)Cc2ccc(Cl)c(Cl)c2)[C@H](C)CN([C@H](C)CO)C(=O)c2cc(NC(=O)Nc3ccc4c(c3)OCO4)ccc2O1	-6.8
Cc1ccc(-c2ccc([C@H]3[C@@H](CO)N4CCCCN(S(=O)(=O)c5ccccc5C)C[C@H]34)cc2)cc1	1.0
O=C(N[C@@H]1CC[C@H](CC(=O)N2CCCCC2)O[C@H]1CO)c1cccc(F)c1	0.8
C[C@@H]1CCCCO[C@@H](CN(C)C(=O)Nc2ccc3c(c2)OCO3)[C@H](C)CN([C@@H](C)CO)C(=O)c2cc(NC(=O)Nc3ccc4c(c3)OCO4)ccc2O1	-1.2
CO[C@H]1CN(C)C(=O)c2ccc(NC(=O)c3cccc(Oc4ccccc4)c3)cc2OC[C@@H](C)NC[C@@H]1C	1.1
COc1cccc(-c2ccccc2[C@H]2[C@@H](CO)N(C(=O)Cc3ccccc3)[C@H]2C#N)c1	-0.5
Cc1noc(C)c1NC(=O)NCC[C@H]1CC[C@H](NC(=O)Nc2cccc(F)c2)[C@H](CO)O1	-0.3
Cc1noc(C)c1S(=O)(=O)Nc1ccc2c(c1)CC(=O)N([C@H](C)CO)C[C@@H](C)[C@@H](CN(C)Cc1ccc(C(F)(F)F)cc1)O2	0.4
Cc1noc(C)c1NC(=O)Nc1ccc2c(c1)C(=O)N([C@H](C)CO)C[C@@H](C)[C@H](CN(C)S(=O)(=O)c1cn(C)cn1)OCCCC[C@@H](C)O2	-0.1
CO[C@H]1CN(C)C(=O)c2cc(NC(=O)c3ccc4c(c3)OCO4)ccc2OC[C@H](C)N(CC2CC2)C[C@@H]1C	0.7
Cc1noc(C)c1NC(=O)Nc1ccc2c(c1)C(=O)N(C)[C@@H]1CC[C@H](CC(=O)N[C@@H]3CCN(Cc4ccccc4)C3)O[C@H]1CO2	0.9
O=C(C[C@@H]1CC[C@@H]2NC[C@H](O)COC[C@H]2O1)Nc1nccs1	-1.1
O=S(=O)(c1ccc(F)cc1)N1CCCCN2[C@@H](CO)[C@@H](c3ccc(C#CC4CCCC4)cc3)[C@@H]2C1	-1.8
C[C@@H]1CN([C@H](C)CO)C(=O)Cc2cc(NC(=O)c3ccncc3)ccc2O[C@H]1CN(C)C(=O)Nc1ccc(C(F)(F)F)cc1	1.3
C[C@H]1CN([C@@H](C)CO)C(=O)c2cccc(NC(=O)c3ccc(-c4nccs4)cc3)c2O[C@H]1CN(C)Cc1ccc(Oc2ccccc2)cc1	-2.1
COc1ccc(C#Cc2ccc3c(c2)[C@]2(C(=O)N3)[C@H](C(=O)N3CCc4cc(OC)c(OC)cc4C3)[C@H]3C(=O)O[C@H](c4ccccc4)[C@H](c4ccccc4)N3[C@@H]2c2ccc(O)cc2)cc1	0.7
CO[C@H]1CN(C)C(=O)c2cc(NC(=O)NC(C)C)ccc2OC[C@@H](C)N(Cc2ccc(-c3ccccn3)cc2)C[C@H]1C	1.1
COc1ccc(NC(=O)N[C@@H]2CC[C@@H](CCNC(=O)c3ccccc3F)O[C@@H]2CO)cc1	0.5
COc1ccc(NC(=O)Nc2ccc3c(c2)C(=O)N([C@@H](C)CO)C[C@@H](C)[C@@H](CN(C)C(=O)Cc2ccccc2)OCCCC[C@H](C)O3)cc1	-1.0
O=C(c1cnccn1)N1CC(=O)N2[C@H](C1)[C@H](c1ccc(C#CC3CCCC3)cc1)[C@@H]2CO	-1.8
COC(=O)N(C)C[C@@H]1OCc2ccccc2-c2c(n(C)c3ccccc23)C(=O)N([C@@H](C)CO)C[C@@H]1C	-2.5
Cc1noc(C)c1NC(=O)Nc1ccc2c(c1)C(=O)N([C@@H](C)CO)C[C@H](C)[C@@H](CN(C)C(=O)Nc1ccc(C(F)(F)F)cc1)O2	0.6
COc1ccc2c3c(n(C)c2c1)[C@H](CO)N(Cc1ccncc1)CC31CCN(C(=O)NC(C)C)CC1	-0.8
C[C@@H]1CCCCO[C@@H](CN(C)C(=O)Cc2ccccc2)[C@H](C)CN([C@H](C)CO)C(=O)c2cc(NC(=O)c3ccncc3)ccc2O1	1.3
O=C(NCc1ccc(F)cc1)[C@@H]1[C@@H](CO)[C@@H]2Cn3c(cccc3=O)[C@H]1N2Cc1ccncc1	-0.4
C[C@@H]1CN([C@H](C)CO)C(=O)c2cc(C#CCN(C)C)cnc2O[C@@H]1CN(C)C	-2.3
O=C(O)[C@H]1[C@H](CO)[C@H]2Cn3c(ccc(-c4cncnc4)c3=O)[C@H]2N1C(=O)C1CCC1	0.3
COc1cccc(CNC(=O)C[C@H]2CC[C@H](NC(C)=O)[C@@H](CO)O2)c1	-1.4

Source: PubChem BioAssay (Broad Institute)
